BoNT A protease – blocks Botulinum neurotoxin A light chain protease | multiplex microsphere protease substrate cleavage, flow cytometry | inhibition, % at 10 µM | 360,000 tested, 0.17% active; note: plate controls were buffer without enzyme for full effect and enzyme alone for no effect
PfHsp40 yeast – restores yeast growth despite PfHsp40 toxicity; S. cerevisiae expressing PfHsp40, growth rescue, ATP luminescence; growth rescue, % at 12.5 µM; 340,000 tested, 0.68% active; in the data active = growth rescue above about 28%, passing the limit was not always enough; inconclusive = no clear call, values can overlap the other calls;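 note: yeast W303a lacking pdr1 and pdr3 grown in galactose medium; growth measured after three days at 30 °C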
BH1578 lux ind – induces V. cholerae light production without autoinducers | V. cholerae BH1578 lux reporter, luminescence, 6 h | activation, % at 18.7 µM | 350,000 tested, 0.16% active; in the data active = activation mostly above about 9.7%, no sharp cut-off; inconclusive = no clear call, values can overlap the other calls; inactive = mostly below about 3.7%; note: not every result past the cut was called active; inactives centre near 0; reference of the scale not given here
DUSP3 inh – DUSP3 (human) phosphatase inhibition. P51452. recombinant VHR phosphatase, pNPP absorbance. inhibition, % at 13.3 µM. 290,000 tested, 0.52% active. AID 1654; in the data active = inhibition above about 50%; note: some compounds called inactive have numbers as strong as hits
Yp Topo-I inh – blocks Yersinia pestis topoisomerase I activity | activity, % at 10 µM | AID 504884 | Y. pestis Topo-I cleavage product accumulation, plate reader | 360,000 tested, 0.064% active; in the data active = activity above about 50%, passing the limit was not always enough; inconclusive = no clear call, values can overlap the other calls; note: inactives centre near 2
3CLpro inhibitor – SARS-CoV 3CLpro protease inhibition | P0C6X7 | recombinant SARS-CoV 3CLpro, quenched FRET peptide cleavage | inhibition, % at 6 µM | 290,000 tested, 0.14% active; in the data active = inhibition above about 12%
Anthrax LF inh2 – blocks Bacillus anthracis lethal factor protease; inhibition, % at 10 µM; P15917; 360,000 tested, 0.12% active; multiplex microsphere protease cleavage assay, LF; note: plate controls were buffer without enzyme for full effect and enzyme alone for no effect
CCHF vOTU inh – CCHFV vOTU protease inhibition; Pep-AMC fluorescence; inhibition, % at 11.5 µM; 370,000 tested, 0.55% active; AID 651958; in the data active = inhibition above about 30%; note: 0% = vehicle wells with enzyme and 100% = no enzyme wells
TcdB GH inh – TcdB glycohydrolase inhibition. P18177. TcdB glycohydrolase enzymatic assay, plate reader. inhibition, % at 9.99 µM. 350,000 tested, 0.24% active; in the data active = inhibition above about 10%
PriA SSB inh – inhibitors of Klebsiella pneumoniae PriA binding to SSB C-terminal tail | inhibition, % at 33 µM | 430,000 tested, 0.6% active | AlphaScreen SSBct-PriA binding, biotinylated peptide; in the data active = inhibition mostly above about 37%, no sharp cut-off; inactive = mostly below about 20%;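 note: plate controls were negative control peptide for no effect and reference peptide for full effect; strong numbers were not always called active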
The depositor's hits bear a star; i = inactive; ? = inconclusive; . = no result given. Cut-off read from the data, not from the text of the source, unless noted: active = inhibition above about 30%; inconclusive = no clear call, values can overlap the other calls; inactive = below that.

Compound	BoNT A protease	PfHsp40 yeast	BH1578 lux ind	DUSP3 inh	Yp Topo-I inh	3CLpro inhibitor	Anthrax LF inh2	CCHF vOTU inh	TcdB GH inh	PriA SSB inh
CN1CCN(c2nc(N(C)C)oc(=O)c2C#N)CC1	-0.6	-0.5	3.1	20	-3	-4	-1	-7	.	-10
CC(C)C(=O)N1CCN(c2ccccc2NC(=O)c2cc([N+](=O)[O-])ccc2N2CCOCC2)CC1	-1.5	-1.3	i	11	17	5	-6	5	0.8	8
O=C1C2CCCCN2C(=O)N1CCN1CCN(c2ccc([N+](=O)[O-])cc2)CC1 (stereo not drawn)	0.0	0.0	i	-7	3	2	5	6	.	-9
Cc1ccc(N(CC(=O)Nc2ccc(Br)c(C)c2)S(=O)(=O)c2c(C)[nH]c(=O)[nH]c2=O)cc1	-0.5	-1.0	-11	2	15	8	-1	14	-1.1	9
O=C(CN1CCc2ccccc2C1)c1cccs1	2.1	0.7	-0.4	-12	0	-4	1	-1	.	8
COc1cccc(NC(=O)CCNC(=O)Cn2ccc3ccccc3c2=O)c1	-0.5	0.8	i	12	6	4	-2	20	.	-4
O=S(=O)(Nc1ccc2nc(N3CCOCC3)sc2c1)c1ccccc1	3.9	0.9	i	.	1	.	-1	-15	2.9	-6
O=C(COc1ccc(Cl)cc1)NCc1nnc(SCC(=O)NCC2CCCO2)o1 (stereo not drawn)	-0.3	0.5	6.7	21	-7	-1	-1	-15	0.1	-3
CCCc1ccc2oc(C(=O)NCCN3CCCC(C(N)=O)C3)c(C)c2c1 (stereo not drawn)	0.0	-1.2	-0.2	6	3	-5	-3	-12	-0.5	-5
CC(=O)Nc1ccc2nc(-c3ccccn3)[nH]c2c1	0.7	-1.7	i	6	11	-4	2	-1	.	18
O=c1cc(CN2CCC3(CC2)OCCO3)c2c(ccc3ccccc32)o1	-0.9	-1.2	0.4	13	15	0	-8	21	.	-13
CCNc1nc(OC)nc(N2CCC(Cc3ccccc3)CC2)n1	-0.1	-0.1	-0.3	12	5	0	-1	6	-0.9	7
ON1C2CCCCC2N(O)C1c1ccccc1F (stereo not drawn)	0.9	0.4	i	3	1	-4	-8	8	.	-5
Cc1ccc2[nH]c(=O)c3cc(C(=O)NCC4CCCO4)sc3c2c1 (stereo not drawn)	-0.7	-0.3	0.4	3	10	1	0	-18	1.1	4
Nc1ccccc1-c1nnc2n1CCCCC2	-1.4	-0.9	-1.3	12	-1	-4	8	3	-0.1	-5

Going on with the list.
Compound	BoNT A protease	PfHsp40 yeast	BH1578 lux ind	DUSP3 inh	Yp Topo-I inh	3CLpro inhibitor	Anthrax LF inh2	CCHF vOTU inh	TcdB GH inh	PriA SSB inh
CSc1nc2ccc(S(=O)(=O)N(C)C)cc2s1	?	0.0	i	-17	2	-2	-3	-7	.	-2
CCNS(=O)(=O)c1ccc(CCC(=O)N2CCOCC2)cc1	5.5	-1.1	i	6	2	-2	-7	5	-0.1	-12
COC(=O)c1ccc(CNC(=O)C2CCC(=O)N(CCc3ccccn3)C2)cc1 (stereo not drawn)	0.0	.	-0.8	.	5	.	3	16	1.0	.
Cc1ccnc(NC(=O)CNC(=O)c2ccc3c(c2)OCO3)c1	-0.2	0.3	-0.2	5	7	5	0	-15	-0.9	2
Cc1ccccc1-c1nc(P(=O)(c2ccccc2)c2ccccc2)c(N2CCOCC2)o1	-0.6	-1.2	-0.5	18	53*	7	-6	-4	2.2	1
CCN(c1ccccc1)S(=O)(=O)c1ccc(C(=O)Oc2ccc(C(C)=O)cc2)cc1	0.1	1.0	-0.7	-2	26	2	-2	11	.	-7
O=C(Nc1cc(F)ccc1F)C1CCCO1 (stereo not drawn)	-0.6	0.6	-0.5	6	2	1	-2	-14	4.7	-12
CCc1cc(C(=O)NNC(=O)CCN2CCN(c3ccccc3)CC2)sc1C	-0.5	-0.5	i	-9	-6	-3	-1	4	1.8	15
COC(=O)CCCC(=O)N1CCCC(C(=O)c2ccc(OC)cc2C)C1 (stereo not drawn)	0.3	-0.7	1.5	26	9	2	-2	3	0.3	-7
CCc1ccccc1NC(=O)COc1cccc2ccc(C)nc12	1.0	-0.8	i	8	8	3	-3	5	.	-5
O=C(O)CC1Oc2ccc(Cl)cc2NC1=O (stereo not drawn)	-0.4	0.2	0.4	36	-5	5	5	-3	-0.4	2
Cc1cccc(-c2nnc(-c3cccc(NC(=O)Cc4cccs4)c3)o2)c1	-0.2	0.9	-1.5	15	-2	1	-6	-4	.	-3
O=C(Nc1cccc(S(=O)(=O)N2CCCCCC2)c1)C1CC(=O)N(c2ccc3c(c2)OCCO3)C1 (stereo not drawn)	-2.6	0.2	i	.	22	.	-3	-8	0.2	12
Cc1ccc(Nc2cc(=O)[nH]c(=O)[nH]2)cc1Cl	-0.6	-0.3	-0.3	15	2	5	1	11	1.2	-14
CC(=O)NC(CC(=O)N(C)Cc1cccc(Cl)c1Cl)c1ccccc1 (stereo not drawn)	-0.4	-0.3	i	4	-8	10	0	-10	0.5	-16

Part of the list above, reformatted:
Below each SMILES: BoNT A protease, PfHsp40 yeast, BH1578 lux ind, DUSP3 inh, Yp Topo-I inh, 3CLpro inhibitor, Anthrax LF inh2, CCHF vOTU inh, TcdB GH inh, PriA SSB inh
CSc1nc2ccc(S(=O)(=O)N(C)C)cc2s1
→ ?, 0.0, i, -17, 2, -2, -3, -7, ., -2
CCNS(=O)(=O)c1ccc(CCC(=O)N2CCOCC2)cc1
→ 5.5, -1.1, i, 6, 2, -2, -7, 5, -0.1, -12
COC(=O)c1ccc(CNC(=O)C2CCC(=O)N(CCc3ccccn3)C2)cc1 (stereo not drawn)
→ 0.0, ., -0.8, ., 5, ., 3, 16, 1.0, .
Cc1ccnc(NC(=O)CNC(=O)c2ccc3c(c2)OCO3)c1
→ -0.2, 0.3, -0.2, 5, 7, 5, 0, -15, -0.9, 2
Cc1ccccc1-c1nc(P(=O)(c2ccccc2)c2ccccc2)c(N2CCOCC2)o1
→ -0.6, -1.2, -0.5, 18, 53*, 7, -6, -4, 2.2, 1
CCN(c1ccccc1)S(=O)(=O)c1ccc(C(=O)Oc2ccc(C(C)=O)cc2)cc1
→ 0.1, 1.0, -0.7, -2, 26, 2, -2, 11, ., -7
O=C(Nc1cc(F)ccc1F)C1CCCO1 (stereo not drawn)
→ -0.6, 0.6, -0.5, 6, 2, 1, -2, -14, 4.7, -12
CCc1cc(C(=O)NNC(=O)CCN2CCN(c3ccccc3)CC2)sc1C
→ -0.5, -0.5, i, -9, -6, -3, -1, 4, 1.8, 15
COC(=O)CCCC(=O)N1CCCC(C(=O)c2ccc(OC)cc2C)C1 (stereo not drawn)
→ 0.3, -0.7, 1.5, 26, 9, 2, -2, 3, 0.3, -7
CCc1ccccc1NC(=O)COc1cccc2ccc(C)nc12
→ 1.0, -0.8, i, 8, 8, 3, -3, 5, ., -5
O=C(O)CC1Oc2ccc(Cl)cc2NC1=O (stereo not drawn)
→ -0.4, 0.2, 0.4, 36, -5, 5, 5, -3, -0.4, 2
Cc1cccc(-c2nnc(-c3cccc(NC(=O)Cc4cccs4)c3)o2)c1
→ -0.2, 0.9, -1.5, 15, -2, 1, -6, -4, ., -3
O=C(Nc1cccc(S(=O)(=O)N2CCCCCC2)c1)C1CC(=O)N(c2ccc3c(c2)OCCO3)C1 (stereo not drawn)
→ -2.6, 0.2, i, ., 22, ., -3, -8, 0.2, 12
Cc1ccc(Nc2cc(=O)[nH]c(=O)[nH]2)cc1Cl
→ -0.6, -0.3, -0.3, 15, 2, 5, 1, 11, 1.2, -14

(further entries)
Compound	BoNT A protease	PfHsp40 yeast	BH1578 lux ind	DUSP3 inh	Yp Topo-I inh	3CLpro inhibitor	Anthrax LF inh2	CCHF vOTU inh	TcdB GH inh	PriA SSB inh
CCOc1ccccc1C(=O)Nc1nnc(COC)s1	.	-1.9	-0.7	-9	9	1	.	11	.	-6
CCOc1cc(C(=O)NCCOC)ccc1OC	-0.3	0.3	-1.0	7	-11	3	-1	3	.	-7
CCOC(=O)N1CCN(C(=O)C(C)n2nc(C)n3c(cc4sccc43)c2=O)CC1 (stereo not drawn)	0.0	-0.1	5.0	29	-1	-6	2	3	.	-20
CC1CCCCN1CCNC(=O)C1CCN(S(=O)(=O)c2cccc3nsnc23)CC1 (stereo not drawn)	-1.3	0.6	-0.2	8	-2	-4	0	7	-9.4	-2
CCOC(=O)C(NC(C)=O)(Nc1ccc(F)cc1)C(F)(F)F (stereo not drawn)	0.2	-1.0	i	18	1	1	2	6	.	-20
Cc1cc(OC(=O)c2ccccc2[N+](=O)[O-])c([N+](=O)[O-])c(=O)[nH]1	-0.9	-0.5	-0.2	21	-1	-5	6	12	-0.6	99*
CCCn1c(SCC(=O)Nc2ccc3c(c2)CCC3)n[nH]c1=O	-2.1	-0.4	-0.4	2	-3	3	-5	-11	1.2	1
CCS(=O)(=O)c1ccccc1C(=O)NC1CCCc2ccccc21 (stereo not drawn)	1.6	-1.3	-0.4	15	4	-1	4	-1	1.0	4
O=c1c2ccccc2nnn1CSc1nnnn1-c1ccc(O)cc1	-0.5	0.6	i	-4	6	-4	-5	-4	3.2	-6
O=C(Nc1ccc(F)cc1F)NC1CCN(S(=O)(=O)c2ccc(F)cc2)CC1	-1.0	0.1	i	-1	5	2	-8	-7	0.5	2
Cc1cccc(-n2c(C)cc(/C=C3\C(=N)N4N=C(CC(C)C)SC4=NC3=O)c2C)c1	0.0	0.2	i	6	24	-4	0	-12	0.1	-1
COc1ccc(Cc2nc(-c3ccncc3)no2)cc1	0.1	-0.2	0.0	8	1	6	-6	0	4.8	-11
COc1cc(CNC2CCCCC2)c(Br)cc1OC1CCCC1	-1.2	0.2	-0.3	5	15	2	-4	2	0.4	-14
CCOC(=O)NC(=O)/C(N=Nc1ccc(C(F)(F)F)cc1)=C(\C)O	0.3	-0.2	i	-18	1	-3	-4	-8	2.1	.
O=C(O)CC(NC(=O)C12CC3CC(CC(C3)C1)C2)c1ccc(Cl)cc1 (stereo not drawn)	0.1	6.0	i	-16	3	-4	-2	-9	2.0	3

Next part.
Compound	BoNT A protease	PfHsp40 yeast	BH1578 lux ind	DUSP3 inh	Yp Topo-I inh	3CLpro inhibitor	Anthrax LF inh2	CCHF vOTU inh	TcdB GH inh	PriA SSB inh
C[C@@H]1COC(=O)[C@H](CC(=O)OC(C)(C)C)C/C=C\C[C@@H](CC(=O)N[C@H](CO)Cc2ccccc2)C(=O)N1	0.2	-1.9	-4.5	.	3	.	-5	-10	0.5	0
CCOc1cc(C(=O)NN2CCOCC2)cc(OCC)c1OCC	-0.3	-0.1	i	6	3	0	-4	7	0.1	1
CCOc1ccccc1Cn1c(=O)sc2ccccc21	0.2	0.9	-0.4	2	-4	3	0	-4	0.3	-13
CC(CCc1ccccc1)NC(=O)COC(=O)c1ccccc1Br (stereo not drawn)	-2.8	1.0	i	.	28	-3	-4	16	1.9	-3
O=C(N/N=C/c1ccc(Br)cc1)c1ccc(Br)o1	-0.8	0.6	-0.2	5	7	1	-1	24	.	i
c1ccc2c(c1)OCC(c1nnc3sc(-c4cnccn4)nn13)O2 (stereo not drawn)	-0.3	0.2	-0.2	6	-2	-6	-3	-5	.	-2
O=C(CSCCO)Nc1ccc([N+](=O)[O-])cc1	0.0	0.2	-0.2	52*	3	3	-2	10	-1.0	-9

Only part of the results is shown; count on the stated rates, not on these rows.
